POLB inh = qHTS Assay for Inhibitors of DNA Polymerase Beta; Pol beta primer extension/strand displacement, fluorescence kinetic; Potency, µM (top dose mostly 114 µM), inactives show top-dose activity change, negative = inhibition, usual class: inhibitors; 340,000 tested, 1.3% active; AID 485314, 2010; further: potency means the concentration at half of the fitted maximal effect; on the % scale 0 is the no-effect control and ±100 the full control effect
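Preincubation: enzyme (10 nM) with compound, 15 min, RT. Reaction: substrate added to 50 nM final. Reads: 0 and 10 min. Analysis: normalized, Hill fit.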
APE1 inh = qHTS Assay for Inhibitors of the Human Apurinic/apyrimidinic Endonuclease 1 (APE1); AID 2517, 2012; Potency, µM (series often up to 65.8 µM), without a hit: top-dose activity change, negative = inhibition, most hits filed as inhibitors; 350,000 tested, 0.35% active; recombinant APE1, TAMRA/BHQ-2 abasic DNA cleavage fluorescence; DNA repair nuclease/redox regulator APEX1 (Homo sapiens), P27695;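 further: potency means the concentration at half of the fitted maximal effect; plate controls were vehicle for no effect and reference inhibitor for full effect; nearly all actives have a fitted effect of over 55% in size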
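Activity was derived from the fluorescence gain between first and third kinetic reads (60 s intervals, ex 525/em 598 nm) after 50 nM THF-abasic TAMRA/BHQ-2 duplex was added to 0.75 nM APE1 preincubated 15 min with compound.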
POLH inh = qHTS for Inhibitors of Polymerase Eta; 390,000 tested, 1.2% active; DNA polymerase eta (Homo sapiens), Q9Y253; recombinant Pol eta, fluorescent DNA replication assay; Potency, µM (titrated, usually from 114 µM), for the others: at the top dose activity change, negative = inhibition, usual class: inhibitors; AID 588591, 2011; further: potency means the concentration at half of the fitted maximal effect; on the % scale 0 is the no-effect control and ±100 the full control effect
Target sequence (Q9Y253 whole entry, looked up): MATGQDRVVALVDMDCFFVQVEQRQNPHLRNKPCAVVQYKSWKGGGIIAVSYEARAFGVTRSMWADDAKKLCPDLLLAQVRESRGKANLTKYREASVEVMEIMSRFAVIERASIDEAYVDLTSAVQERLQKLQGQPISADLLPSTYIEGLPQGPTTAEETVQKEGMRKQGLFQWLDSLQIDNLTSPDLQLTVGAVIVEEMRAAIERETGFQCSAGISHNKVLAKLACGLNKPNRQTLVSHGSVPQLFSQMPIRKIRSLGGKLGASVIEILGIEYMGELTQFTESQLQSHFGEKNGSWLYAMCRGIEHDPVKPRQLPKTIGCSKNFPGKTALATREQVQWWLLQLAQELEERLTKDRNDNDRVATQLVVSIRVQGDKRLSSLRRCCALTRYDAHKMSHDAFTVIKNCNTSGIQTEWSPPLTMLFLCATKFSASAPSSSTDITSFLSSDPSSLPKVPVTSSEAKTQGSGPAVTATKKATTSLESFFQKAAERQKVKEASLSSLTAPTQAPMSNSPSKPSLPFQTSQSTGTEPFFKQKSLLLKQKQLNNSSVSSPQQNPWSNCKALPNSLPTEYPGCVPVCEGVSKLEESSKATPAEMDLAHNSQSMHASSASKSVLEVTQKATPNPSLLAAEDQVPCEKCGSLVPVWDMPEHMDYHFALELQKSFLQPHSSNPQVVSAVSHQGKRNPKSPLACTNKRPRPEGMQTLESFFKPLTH
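Pol eta (10 nM) was preincubated with compounds for 15 min at room temperature, after which fluorescent replication substrate (50 nM final) was added to start the reaction. Fluorescence was read kinetically at 0 and 10 min.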
BLM inh = qHTS Assay for Inhibitors of Bloom's syndrome helicase (BLM); recombinant BLM DNA unwinding, fluorescence dequenching; Potency, µM (highest dose often 56.1 µM), for the others: at the top dose activity change, negative = inhibition, usual class: inhibitors; 350,000 tested, 0.2% active; AID 2528, 2010;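 further: potency means the concentration at half of the fitted maximal effect; plate controls were vehicle for no effect and no enzyme for full effect; nearly all actives have a fitted effect of over 35% in size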
POLK inh = qHTS for Inhibitors of Polymerase Kappa; DNA polymerase kappa (Homo sapiens), Q9UBT6; 400,000 tested, 0.53% active; Potency, µM (titrated, usually from 107 µM), for the others: top-dose activity, negative = inhibition, most hits filed as inhibitors; purified Pol kappa, fluorescent DNA synthesis assay, 10 min; AID 588579, 2011; further: potency means the concentration at half of the fitted maximal effect; on the % scale 0 is the no-effect control and ±100 the full control effect
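Activity was followed as the change in fluorescence between reads at 0 and 10 min after starting the reaction with 50 nM substrate. Beforehand, 10 nM polymerase had been preincubated with compound for 15 min at room temperature.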
GRP78 ERSR act = qHTS for Inducers of the Endoplasmic Reticulum Stress Response (ERSR) in Human Glioma: qHTS | U87-MG GRP78 promoter luciferase reporter, 16 h | 420,000 tested, 0.02% active | Potency, µM, without a hit: at the top dose activation, hits mostly activators | AID 602332, 2012; further: potency means the concentration at half of the fitted maximal effect; series mostly up to about 76 µM; % of control where 0% means no effect; nearly all actives have a fitted effect of over 35% in size
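Stably transfected U87-MG glioma cells carrying a GRP78-based luciferase sensor; 16 h compound incubation. Luminescence end-point read 10 min after Bright-Glo addition at room temperature.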
LDHA block = qHTS assay for inhibitors of human lactate dehydrogenase. activity change, % (values are at about 110 or 230 µM). AID 1347041, 2019. 480,000 tested, 0.15% active. purified LDHA, NADH/diaphorase-resazurin fluorescence; hits give low values; in the data active means activity change below about -30%; inconclusive means mostly about -25% to -30%;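 further: plate controls were DMSO wells for no effect and wells without enzyme for full effect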
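Remaining NADH was detected by diaphorase (0.133 mg/mL) converting 37 µM resazurin to fluorescent resorufin, read at 0 and 20 minutes. The preceding 5-minute room-temperature reaction used 2 nM LDHA, 0.2 mM sodium pyruvate and 0.06 mM NADH at pH 7.4.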
POLI inh = qHTS for Inhibitors of Polymerase Iota | Potency, µM (highest dose often 115 µM), inactives show at the top dose activity, negative = inhibition, hits mostly inhibitors | Pol iota fluorescent replication assay, 10 min | 390,000 tested, 1% active | DNA polymerase iota (Homo sapiens), Q9UNA4; further: potency means the concentration at half of the fitted maximal effect
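Fluorescent replication assay read twice, at 0 min and 10 min after adding 50 nM (final) substrate. Enzyme (10 nM) and compounds were first incubated 15 min at room temperature; enzyme-free buffer wells were negative controls.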
Anesthetic bind = qHTS Assay for Identification of Novel General Anesthetics; Ferritin light chain (Equus caballus), P02791; apoferritin/1-aminoanthracene competitive binding, fluorescence; Potency, µM (series often up to 77.5 µM), without a hit: top-dose activity change, negative = displacement, actives largely listed as inhibitors; 350,000 tested, 0.074% active; further: potency means the concentration at half of the fitted maximal effect; on the % scale 0 is the no-effect control and ±100 the full control effect; nearly all actives have a fitted effect of over 20% in size
Target sequence (P02791 2-175 limits assumed): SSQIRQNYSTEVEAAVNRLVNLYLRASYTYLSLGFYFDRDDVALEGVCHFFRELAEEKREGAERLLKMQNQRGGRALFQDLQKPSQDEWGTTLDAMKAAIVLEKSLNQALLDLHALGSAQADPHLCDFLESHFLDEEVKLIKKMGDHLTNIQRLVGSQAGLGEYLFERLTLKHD
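Steps: apoferritin (10 uM) was premixed with half-saturated 1-AMA in PBS, compounds were pin-transferred, plates stood 10 min at room temperature, fluorescence was read at 380/535 nm, and curves were fitted with a Hill equation.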
Numbers without * were called inactive; ? = inconclusive; . = not tested or not shown; [ ] = remark or other dose. Unless noted, the call rests on the fitted dose curve; in most records, active means well fitted curve in the direction sought with a large enough effect; inconclusive means small, poorly fitted or top-dose-only effect, or another doubt; inactive means no such curve, though single readings can be large; an effect the other way counts as inactive or inconclusive. Not all compounds are listed; the hit share may differ from the screen's.

SMILES	POLB inh	APE1 inh	POLH inh	BLM inh	POLK inh	GRP78 ERSR act	LDHA block	POLI inh	Anesthetic bind
Cc1cccc2cc(CN(Cc3nnnn3Cc3ccccc3)C3CCCC3)c(=O)[nH]c12	-21%	-5%	4%	-3%	-1%	-4%	5	4%	-12%
COc1cc(Cl)c(NS(=O)(=O)c2ccc(-c3cnc(C4CC4)o3)cc2)c(OC)c1	-3%	.	-14%	-7%	-9%[60.1 µM]	-4%	1	-4%	-2%
CCN(CC)C(=O)c1ccc(N)cc1	16%	11%	1%	-2%	-10%	-2%	-6	?	-11%
CCC1CCc2sc(C(=O)OCC(=O)N(CCOC)c3c(N)n(Cc4ccccc4)c(=O)[nH]c3=O)cc2C1 (stereo not given)	.	1%	-19%	.	-8%	-3%	-4	15%	.
CC(=O)Oc1ccc(/C=c2\sc3ncnn3c2=O)cc1	16%	-5%	?	0%	-1%	2%	-1	-18%	-11%
Nc1c2c(nc3ccccc13)N(c1ccccc1)CC2	10%	9%	-1%	0%	-6%	1%	-17	11%	4%
O=C(Nc1nnc(C2CCCO2)s1)c1ccc(Br)cc1 (stereo not given)	?	-3%	-3%	-4%	-5%	4%	-4	-33%	-1%
Cn1cc(Cl)c(C(=O)OCC(=O)Nc2ccccc2)n1	2%	11%	-3%	-3%	-14%	-1%	-2	3%	?
Cc1ccc(NS(=O)(=O)c2ccccc2F)cc1S(=O)(=O)N1CCCCCC1	.	-5%	-16%	.	-6%	-5%	-4	10%	.
Cc1c(O)ccc2c(CN3CCN(C/C=C/c4ccccc4)CC3)cc(=O)oc12	-3%	-1%	-4%	-1%	-28%	-3%	-5	4%	123%[activator]
COc1ccc2cc(OC)c(C(=O)N3CCOCC3)cc2c1	0%	-3%	-12%	-3%	-5%	-4%	0	65%[activator]	-5%
CN(CC(=O)Nc1ccc(Cl)c(C(F)(F)F)c1)C(=O)c1cnccn1	.	20%	-15%	.	-7%	-1%	0	-3%	.

Full records as entered above. Order of screens: POLB inh | APE1 inh | POLH inh | BLM inh | POLK inh | GRP78 ERSR act | LDHA block | POLI inh | Anesthetic bind
Nc1c2c(nc3ccccc13)N(c1ccccc1)CC2 as listed: 10% | 9% | -1% | 0% | -6% | 1% | -17 | 11% | 4%
Cc1c(O)ccc2c(CN3CCN(C/C=C/c4ccccc4)CC3)cc(=O)oc12 as listed: -3% | -1% | -4% | -1% | -28% | -3% | -5 | 4% | 123%[activator]
CN(CC(=O)Nc1ccc(Cl)c(C(F)(F)F)c1)C(=O)c1cnccn1 as listed: . | 20% | -15% | . | -7% | -1% | 0 | -3% | .

Carrying on.
SMILES	POLB inh	APE1 inh	POLH inh	BLM inh	POLK inh	GRP78 ERSR act	LDHA block	POLI inh	Anesthetic bind
O=C(Nc1ccc(Br)cc1)c1ccc(F)c(S(=O)(=O)N2CCN(c3ccccn3)CC2)c1	-1%	0%	-1%	-2%	2%	-4%	-5	42%[activator]	-7%
Cn1c(SCC(=O)Nc2nc3ccccc3s2)nnc1-c1ccccc1	3%	3%	?	3%	-13%	2%	-2	-4%	-7%
CCc1cccc(CC)c1NC(=O)CSc1nc2ccc(N3C(=O)C4C(C3=O)[C@H]3C=C[C@@H]4C3)cc2s1 (stereo not given in full)	-10%	-2%	-5%	0%	-12%	18%	?	149%[activator]	-5%
CCCn1c(N)c(N2CCCCC2)c(=O)n(CC(=O)Nc2ccccc2)c1=O	22%	2%	4%	2%	1%	3%	-8	6%	-12%
C=CCn1cnc2c(nnn2-c2cc(C)cc(C)c2)c1=O	39%	1%	-18%	-3%	-12%	-3%	-1	190%[activator]	-15%
CC(=O)Nc1ccc(S(=O)(=O)NNC2=NS(=O)(=O)c3ccccc32)cc1	19%	2%	2%	-7%	-11%	-3%	8	-11%	-2%
CCCCCNC(=O)Cn1c(=O)c2c(ncn2CC(C)C)n(Cc2ccccc2)c1=O	2%	19%	1%	-4%	-3%	-4%	-16	30%	-3%
COc1cccc(CNC(=O)c2cc3c(C)nc4ccccc4c3o2)c1	4%	0%	-5%	-8%	13%	-2%	-3	29%	-11%
Cc1cccc(NC(=O)c2ccc3c(c2)OCCO3)c1C	-22%	73%[activator]	-5%	-8%	-16%	2%	-5	3%	-4%
C[C@H]1COC(=O)[C@@H](Cc2ccc(F)cc2)CC/C=C/C[C@@H](CC(=O)N(CCO)Cc2ccccc2)C(=O)N1	.	-5%	-10%	.	-13%	-6%	-7	14%	.
Cc1c(C(=O)C(=O)N2c3ccccc3CC2C)c2ccccc2n1C (stereo not given)	-12%	-3%	-2%	-9%	-7%	-8%	-13	22%	?
c1ccc(Nc2nc(N3CCOCC3)nc(N3CCOCC3)n2)cc1	6%	7%	0%	-3%	-13%	-4%	-4	8%	-4%

Random excerpt: two records from the list.
SMILES	POLB inh	APE1 inh	POLH inh	BLM inh	POLK inh	GRP78 ERSR act	LDHA block	POLI inh	Anesthetic bind
CCCn1c(N)c(N2CCCCC2)c(=O)n(CC(=O)Nc2ccccc2)c1=O	22%	2%	4%	2%	1%	3%	-8	6%	-12%
Cc1cccc(NC(=O)c2ccc3c(c2)OCCO3)c1C	-22%	73%[activator]	-5%	-8%	-16%	2%	-5	3%	-4%

Carrying on.
SMILES	POLB inh	APE1 inh	POLH inh	BLM inh	POLK inh	GRP78 ERSR act	LDHA block	POLI inh	Anesthetic bind
CCOC(=O)c1c(C)[nH]c(C)c1S(=O)(=O)Nc1ccc(CN2CCCCC2)cc1	24%	25%	-9%	5%	12%	-6%	-1	58%[activator]	-1%
COC(=O)C1CCN(c2cnccn2)CC1	-26%	2%	-19%	-2%	13%	-2%	0	56%[activator]	-6%
CC(C)c1ccc(CNCCCSc2ncccn2)cc1	8%	6%	-7%	2%	8%	-2%	0	8%	-9%
CCOC(=O)c1sc2nc(CC(=O)OC)nc(N(C)CCc3ccccn3)c2c1C	-10%	8%	-15%	-2%	9%	-1%	-2	76%[activator]	-14%
C/C(=N\NC(=O)c1n[nH]c2c1CCC2)c1ccco1	-17%	0%	3%	2%	-6%	-13%	-13	87%[activator]	4%
CCOc1cc(/C=N/NC(=O)c2cccc(S(=O)(=O)N3CCOCC3)c2)ccc1OCC(=O)N(C)C	.	12%	-20%	.	0%	-4%	-9	11%	.
CC(=O)Nc1ccc(NC(=O)C2CC(=O)N(C(C)C)C2)cc1 (stereo not given)	2%	13%	-25%	-3%	5%	-6%	-2	114%[activator]	-1%
CCOC(=O)c1ccc(NC(C)=O)c([N+](=O)[O-])c1	36%	21%	-5%	-3%	4%	-7%	-3	50%[activator]	2%
CC1=C(C)CC(C(=O)Nc2nc(C)cs2)C(C(=O)O)C1 (stereo not given)	-16%	5%	-7%	-2%	2%	-4%	-3	4%	-8%
COc1ccc(N2CC(C(=O)Nc3nnc(Cc4ccccc4)s3)CC2=O)cc1 (stereo not given)	?	4%	-12%	-9%	-24%	-4%	-11	-13%	-12%
Cc1ccc(C2C(C(=O)c3cccs3)=C(O)C(=O)N2c2nnc(C)s2)cc1 (stereo not given)	4%	0%	-4%	0%	-1%	0%	-2	-1%	-24%
CN(C)c1ccc(C2N3CC4(C)CN2CC(C)(C3)C4O)cc1 (stereo not given)	5%	-6%	6%	2%	-2%	-2%	1	19%	-21%

Reformatted: five of the compounds above
Structure,POLB inh,APE1 inh,POLH inh,BLM inh,POLK inh,GRP78 ERSR act,LDHA block,POLI inh,Anesthetic bind
C/C(=N\NC(=O)c1n[nH]c2c1CCC2)c1ccco1,-17%,0%,3%,2%,-6%,-13%,-13,87%[activator],4%
CCOc1cc(/C=N/NC(=O)c2cccc(S(=O)(=O)N3CCOCC3)c2)ccc1OCC(=O)N(C)C,.,12%,-20%,.,0%,-4%,-9,11%,.
CC(=O)Nc1ccc(NC(=O)C2CC(=O)N(C(C)C)C2)cc1 (stereo not given),2%,13%,-25%,-3%,5%,-6%,-2,114%[activator],-1%
CCOC(=O)c1ccc(NC(C)=O)c([N+](=O)[O-])c1,36%,21%,-5%,-3%,4%,-7%,-3,50%[activator],2%
CC1=C(C)CC(C(=O)Nc2nc(C)cs2)C(C(=O)O)C1 (stereo not given),-16%,5%,-7%,-2%,2%,-4%,-3,4%,-8%

(further entries)
SMILES	POLB inh	APE1 inh	POLH inh	BLM inh	POLK inh	GRP78 ERSR act	LDHA block	POLI inh	Anesthetic bind
COc1ccc(C(=O)Nc2nnc(-c3ccccc3)o2)cc1OC	23%	12%	-6%	1%	3%	3%	4	11%	-7%
CC(c1ccccn1)N(C)C(=O)c1ccc2nc(Cc3ccccc3F)oc2c1 (stereo not given)	17%	8%	-20%	-1%	-4%	2%	-5	20%	-15%
CCN1C(=O)[C@H]2[C@H]3CN=C(SCc4ccc(C(=O)OC)cc4)N3[C@@](Cc3ccccc3)(C(=O)OC)[C@H]2C1=O	.	5%	-21%	.	5%	-3%	3	-5%	.
CCN(c1ccccc1)S(=O)(=O)c1ccc(C(=O)NC2CCN(Cc3ccccc3)CC2)cc1	.	12%	-17%	.	-12%	-2%	4	14%	.
Cc1cccc(Cl)c1NC(=O)N1CCN(c2ccnc3cc(Cl)ccc23)CC1	-7%	-1%	-16%	0%	-22%	-3%	-6	10%	-5%
C=CCn1c2ccccc2c2nnc(SCC(=O)OCN3C(=O)c4ccccc4C3=O)nc21	-13%	7%	1%	1%	-13%	0%	3	1%	4%
COc1ccccc1N1CCN(C2CCCN(C(=O)CC(F)(F)F)C2)CC1 (stereo not given)	-2%	?	-21%	6%	-12%	-3%	-6	38%[activator]	-5%
CCOCCCn1c(=S)[nH]c2cc(C(=O)N3CCN(C)CC3)ccc2c1=O	17%	-6%	2%	0%	-13%	-4%	-14	7%	-12%
CCn1c(CSc2nc(C)cs2)nc2cc(S(=O)(=O)N(C)C)ccc21	16%	1%	8%	1%	-11%	-3%	-8	?	-20%

Screens from PubChem BioAssay.
